OXTR ag – activates the human oxytocin receptor | P30559 | CHO-OTR cells, Fluo-8 calcium fluorescence; normalized: DMSO 0%, oxytocin 100% | activation, % at 3 µM | 320,000 tested, 0.32% active | AID 2435;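 active = activation above the mean of all tested compounds plus 3 SD, cutoff set per screening run, cut at about 20% in these data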;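 also: peak over basal fluorescence ratio from a 100 s FLIPR kinetic read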
Target sequence (P30559 whole entry, looked up): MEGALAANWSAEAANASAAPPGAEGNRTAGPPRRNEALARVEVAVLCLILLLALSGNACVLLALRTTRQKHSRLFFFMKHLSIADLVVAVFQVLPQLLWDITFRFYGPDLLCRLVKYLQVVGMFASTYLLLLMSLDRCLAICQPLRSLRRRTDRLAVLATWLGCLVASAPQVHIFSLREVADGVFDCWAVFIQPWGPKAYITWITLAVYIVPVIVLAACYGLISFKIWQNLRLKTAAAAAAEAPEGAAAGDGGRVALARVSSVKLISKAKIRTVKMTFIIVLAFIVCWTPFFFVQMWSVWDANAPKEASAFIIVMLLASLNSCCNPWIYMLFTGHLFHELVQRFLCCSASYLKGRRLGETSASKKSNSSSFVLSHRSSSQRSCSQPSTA
GalR3 antagonist – human GalR3 antagonism | HEK293 GalR3-CNG cAMP membrane potential fluorescence; galR3 body fused to GalR1 C-terminus | inhibition, % at 3 µM | 360,000 tested, 0.44% active | AID 651719;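 active = inhibition above the screen-wide average plus 3 SD, cut at about 13% in these data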;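 also: forskolin and galanin both at EC90 stimulate the cells; cAMP rise reported by CNG channel membrane potential dye signal; 0% = forskolin plus galanin with DMSO and 100% = forskolin alone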
Target sequence (O60755 1-299 limits assumed): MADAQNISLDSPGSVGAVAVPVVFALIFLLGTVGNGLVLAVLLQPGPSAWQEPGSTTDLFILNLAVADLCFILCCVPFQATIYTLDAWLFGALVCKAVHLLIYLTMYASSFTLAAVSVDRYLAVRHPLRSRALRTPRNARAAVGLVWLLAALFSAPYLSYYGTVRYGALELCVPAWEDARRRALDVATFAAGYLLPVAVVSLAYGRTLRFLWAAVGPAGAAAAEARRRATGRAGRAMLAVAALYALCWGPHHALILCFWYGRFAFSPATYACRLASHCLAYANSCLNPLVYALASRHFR
V1aR counter – V1a receptor agonism, counter-screen for OXTR agonists; activation, % at 3 µM; AID 2797; P37288; CHO-V1R cells, Fluo-8 calcium fluorescence, agonist mode; 0% DMSO, 100% 3 nM vasopressin; 320,000 tested, 0.25% active;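 active = activation above the mean activation of all tested compounds plus 3 SD, per screening run, cut at about 20% in these data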;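 also: signal is peak over basal fluorescence ratio across a 100 second FLIPR read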
* marks the source's active call; other numbers are inactive results.

SMILES	OXTR ag	GalR3 antagonist	V1aR counter
O=C(NCc1cccnc1)c1ccc(S(=O)(=O)Nc2ccccc2)cc1	0.2	-1	-1.1
O=C(Nc1ccccc1N1CCCC1)C1=COCCO1	0.1	-4	0.7
O=C(CSc1nc2ncc(Cl)cc2[nH]1)N1CCC(Cc2ccccc2)CC1	0.5	-4	0.8
COC(=O)C1CSC2c3ccccc3C(=O)N12 (centres undefined)	-1.7	-6	-0.6
CC1(C)Oc2ccc3ccc(=O)oc3c2[C@@H](O)[C@@H]1O	0.7	-4	0.3
Cc1ccc(N(Cc2ccccc2)C(=O)c2cc(S(=O)(=O)N3CCOCC3)ccc2Cl)cc1	-0.7	-6	-0.9
Cc1cccnc1Oc1ncccc1N	1.1	5	0.6
CCN(c1ccccc1)S(=O)(=O)c1ccc(Oc2ccccc2C(C)=O)nc1	-0.7	-5	1.4
C=CCn1c(SCC(=O)N(C)C2CCS(=O)(=O)C2)nnc1-c1ccccc1 (centres undefined)	-0.9	-2	0.2
Cc1ccc(N(CCC#N)C(=O)CSc2nnc3ccccn23)cc1	1.5	-2	0.7
CCOC(=O)c1c(C)[nH]c(C(=O)OC(C)C(=O)NC2CCCCC2C)c1C (centres undefined)	-0.5	-5	-0.2
Cc1ccc(NC(=O)CSC(C)C(=O)OCC(=O)N2CCN(C(=O)c3ccco3)CC2)cc1 (centres undefined)	-1.3	-4	-0.6
COc1ccc(CC(=O)OCc2csc(CC(=O)Nc3ccc(C)cc3)n2)cc1	3.5	-5	3.1
CC(NCC(=O)NC(=O)NC1CCCC1)c1ccc(Cl)cc1Cl (centres undefined)	-1.2	-6	0.0
CC(C)(C)OC(=O)N[C@@H](/C=C/c1ccccc1)C(=O)OC(C)(C)C	-1.0	-5	4.0
CCOc1ccc(N2CC(NC(=O)c3ccc4ccccc4c3)CC2=O)cc1 (centres undefined)	-0.4	-4	-0.2
COc1ccc(S(=O)(=O)N2CCCCCC2)cc1C(=O)N(C)CC(=O)Nc1ccc(F)cc1	-0.2	-1	2.2
CCOc1ccc(OCC(=O)NCc2n[nH]c(=O)c3ccccc23)cc1	-1.6	-3	0.0
CCCN(C(=O)C1CCN(S(=O)(=O)c2ccc(OC)c(OC)c2)CC1)C1CCS(=O)(=O)C1 (centres undefined)	0.8	-4	-0.7
CCOC(=O)[C@H]1[C@H]2COc3ccc(C)cc3[C@@H]2N2C(=O)c3cc(C)ccc3NC(=O)[C@@]12C	-2.1	-5	-0.8
O=C(COC(=O)c1cc(=O)[nH]c2ccccc12)NCc1cccc(Cl)c1	-2.6	-5	0.2
CC(=O)c1ccc(NC(=O)CSc2nc(=O)n(CCN3CCOCC3)c3c2CCC3)cc1	-1.2	0	-0.1
N#CC1(NC(=O)CSc2nnc3n2CCCCC3)CCCCC1	0.6	1	0.7
Brc1ccccc1-c1nc2c3ccccc3ncn2n1	0.4	-2	4.9
O=C(NNC(=O)C1CCC1)c1ccccc1F	0.2	-4	1.0
COc1cc(/C=C/C(=O)OCC(=O)N(C)Cc2ccccc2)ccc1O	2.3	-3	2.3
CN(C)C(CNC(=O)CCNC(=O)c1ccccc1Cl)c1ccco1 (centres undefined)	0.3	-5	1.3
COc1ccc(OCCC(=O)OCC(=O)NCc2ccccc2OC)cc1	-0.5	-4	-0.4
CC(NC(=O)COC(=O)C1(C)CC1(Cl)Cl)c1ccccc1 (centres undefined)	-0.3	-2	0.3
CCCC[C@@H]1CNCCN1CCc1cccc(F)c1	5.7	-3	11

Filtered by structure: the compounds so far with an NH in an aromatic ring.
SMILES	OXTR ag	GalR3 antagonist	V1aR counter
O=C(CSc1nc2ncc(Cl)cc2[nH]1)N1CCC(Cc2ccccc2)CC1	0.5	-4	0.8
CCOC(=O)c1c(C)[nH]c(C(=O)OC(C)C(=O)NC2CCCCC2C)c1C (centres undefined)	-0.5	-5	-0.2
CCOc1ccc(OCC(=O)NCc2n[nH]c(=O)c3ccccc23)cc1	-1.6	-3	0.0
O=C(COC(=O)c1cc(=O)[nH]c2ccccc12)NCc1cccc(Cl)c1	-2.6	-5	0.2

Other compounds:
SMILES	OXTR ag	GalR3 antagonist	V1aR counter
Cc1nc(SCC(=O)NC2CCS(=O)(=O)C2)c(C#N)c(C)c1C (centres undefined)	0.5	-6	0.9
COc1ccc(/C=C/C(=O)c2ccc3c(c2)OCO3)cc1OC	-0.4	-7	0.4
Nc1c(C(=O)CSc2nnc(-c3ccccc3)o2)c(=O)[nH]c(=O)n1C1CC1	1.1	-5	0.2
CCOc1ccc(/C=N/OCC(=O)Nc2cc(S(=O)(=O)N3CCOCC3)ccc2OC)cc1	-0.1	0	-0.2
CCN(CC(=O)Nc1c(F)cccc1F)C(=O)c1cccc(S(=O)(=O)N2CCCCCC2)c1	1.0	-8	2.0
COc1ccc(CNC(=O)CCCN2C(=O)NC3(CCCC3)C2=O)cc1	0.0	2	0.8
O=C(CNc1ccc(C(F)(F)F)cc1)Nc1cccc(S(=O)(=O)N2CCCC2)c1	6.0	0	8.9
CCCOc1cc(NCc2ccccc2)c2ncn(C(C)C)c2c1	13	-2	19
CCN(CC(=O)Nc1ccccc1C(F)(F)F)C(=O)CCS(=O)(=O)c1ccc(Cl)cc1	-0.2	-4	0.9
CCOc1cc(C(=O)NCCCNC(=O)c2cc(OCC)c(OCC)c(OCC)c2)cc(OCC)c1OCC	-2.8	0	-1.2
CCN1C(=O)C(=O)N(CC(=O)N(C)CC(=O)Nc2ccccc2C(F)(F)F)C1=O	2.0	-5	1.5
Cn1c(SCC(=O)N2CC(=O)Nc3ccccc32)nc2ccccc2c1=O	-0.1	-6	-0.2
C[C@H](CO)N1C[C@H](C)[C@@H](CN(C)CC2CC2)Oc2c(NC(=O)Cc3ccccc3)cccc2C1=O	-1.7	-3	-0.4
O=C(COC(=O)c1cccc(O)c1)c1ccccc1	2.0	-2	1.0
O=C(NNC(=O)c1ccccc1O)c1cc2ccccc2o1	0.3	-1	2.7

The list continues:
SMILES | OXTR ag | GalR3 antagonist | V1aR counter
CN(c1ccccc1)S(=O)(=O)c1cccc(NC(=O)CN2C(=O)NC3(CCCCC3)C2=O)c1 | -0.5 | -4 | 0.6
CCN(C(=O)COC(=O)c1ccc(O)cc1O)c1c(N)n(Cc2ccccc2)c(=O)[nH]c1=O | 0.9 | -6 | -0.1
Cc1ccc(C(=O)OCC(=O)NC2CC2)cc1S(=O)(=O)N1CCOCC1 | 0.3 | 6 | 0.0
O=C(CCNC(=O)c1ccc([N+](=O)[O-])cc1)Nc1cccc(S(=O)(=O)N2CCCCCC2)c1 | 1.3 | -8 | 1.9
COC(=O)C1=CO[C@@H](O[C@@H]2O[C@H](CO)[C@@H](O)[C@H](O)[C@H]2O)C2C(CO)=CCC12 (some centres undefined) | 1.8 | -6 | 2.0
O=C(CNC(=O)c1ccc(C(F)(F)F)cc1)NC1CC1 | 1.5 | -5 | 0.4
COC(=O)c1cc(C(=O)OCC(=O)c2ccc[nH]2)cc([N+](=O)[O-])c1 | -0.4 | -1 | -0.1
Cc1cccc(NC(=O)C2CCCN(S(=O)(=O)c3c(C)nn(C)c3C)C2)c1 (centres undefined) | 0.6 | -2 | 0.0
CN(CCc1ccccc1)C(=O)c1cccc(NC(=O)Cc2ccc([N+](=O)[O-])cc2)c1 | 13 | -5 | 9.9
CNS(=O)(=O)c1cccc(C(=O)OCC(=O)c2ccc3[nH]c(=O)[nH]c3c2)c1 | 0.1 | -5 | 0.0
CN(Cc1ccccc1)C(=O)COC(=O)CN1C(=O)c2ccccc2C1=O | 3.5 | -5 | 0.9
CC(=O)Nc1ccc(NC(=O)CSc2nc(=O)n(Cc3ccncc3)c3c2CCC3)cc1 | 0.7 | 0 | -0.4
Cc1csc(NC(C)c2nc3cc(C(F)(F)F)ccc3n2CCCO)n1 (centres undefined) | 2.4 | -6 | 0.4
NCCCCCc1cn(CC(=O)NCCCCCCCCCCC(=O)N2CCNCC2)nn1 | 0.6 | -6 | -0.3
COc1ccc(OC)c(N(CC(=O)Nc2cccc3ccccc23)S(C)(=O)=O)c1 | -1.1 | 0 | -0.5
Cc1ccccc1OCCC(=O)OCC(=O)N1c2ccccc2NC(=O)C1(C)C | 0.0 | -1 | -0.6
Cc1ccc(S(=O)(=O)Nc2ccc3c(c2)C(=O)N([C@H](C)CO)C[C@H](C)[C@@H](CN(C)Cc2ccccc2)O3)cc1 | 0.6 | -3 | 1.2
CCOc1ccc(CCNC(=O)COC(=O)COc2ccc(C#N)cc2)cc1OCC | 0.1 | -5 | 0.0
CC(=O)N1c2ccccc2C2CCCC[C@H]21 (some centres undefined) | 1.0 | -9 | -0.3
CCC(=O)NCCCc1nc(-c2ccccc2)no1 | 2.2 | -5 | 1.8
CSc1ccc(COC(=O)CCS(=O)(=O)c2ccc(C)cc2)cc1 | -0.6 | -7 | 1.0
CC(=O)c1cccc(NC(=O)COC(=O)C2CCCN2C(=O)c2cccs2)c1 (centres undefined) | 0.5 | -5 | 0.4
CC1=C(C(=O)OCC(Br)(Br)Br)C(c2cccc([N+](=O)[O-])c2)NC(=O)N1CCCC(=O)O (centres undefined) | 0.7 | -1 | 0.7
Cc1ccnc(NC(=O)c2cccc(S(=O)(=O)N3CCN(c4ccc(F)cc4)CC3)c2)c1 | -1.4 | -5 | 0.3
CCCn1c(SCC(=O)N2CC(=O)Nc3ccccc32)n[nH]c1=O | 0.5 | -1 | 0.9
O=C(c1cncc(Br)c1)N1CCN(S(=O)(=O)c2ccc3ccccc3c2)CC1 | 0.1 | -1 | 1.5
CC(C)N(Cc1ccccc1)S(=O)(=O)c1ccc(Cl)nc1 | -2.2 | -1 | -1.4
CCN(CC)S(=O)(=O)c1cc(NS(=O)(=O)c2cccs2)ccc1C | 2.7 | 1 | 1.6
CC(C)(C)OC(=O)N1CCN(C(=O)c2nc[nH]c2C(=O)N2CCN(c3ccccc3)CC2)CC1 | 2.1 | -5 | -0.2
COc1ccccc1NS(=O)(=O)c1cc(N=N/C(C(=O)Nc2ccc(Cl)cc2)=C(/C)O)ccc1C | 2.1 | -2 | 2.3
COCCNC(=O)c1ccc2c(c1)S(=O)(=O)c1ccccc1C2=O | -0.1 | -5 | -0.1
Cc1nc2ccc(NC(=O)c3ccc(C)c(S(=O)(=O)N4CCOCC4)c3)cc2s1 | -1.5 | 2 | 1.9
Cc1noc(C)c1S(=O)(=O)N(C)C[C@H]1Oc2c(NC(=O)Nc3ccc4c(c3)OCO4)cccc2C(=O)N([C@H](C)CO)C[C@@H]1C | 1.0 | -1 | 1.0
CCOc1ccc(C(=O)NCC(=O)N2CC=C(c3ccccc3)CC2)cc1OCC | -1.9 | -7 | 0.4
CCOC(=O)[C@@H]1[C@H]2COc3ccccc3[C@@H]2N2C(=O)N(c3ccc(C)cc3)C(=O)[C@@]12C | -1.1 | -7 | -0.5
Cc1ccc(OCCNC(=O)c2ccccc2SCC(=O)N2CCCC2)cc1 | -1.1 | -2 | 5.6
COC(=O)C1=C(C)N(Cc2ccccc2)C(=NCCc2c[nH]c3ccccc23)N[C@H]1c1cccc(F)c1 | 22* | -3 | 11
COc1cc(OC)cc(-c2cc3ccccc3c(=O)o2)c1 | -1.7 | -7 | -0.2
CC(C)CC(c1nnnn1C(C)C)N1CCN(C(=O)c2ccco2)CC1 (centres undefined) | 1.2 | -4 | 0.0
Cc1cc(C(=O)Nc2cc(S(C)(=O)=O)ccc2Cl)no1 | -1.5 | -2 | -0.6
Cc1ccccc1OCC(=O)OCC(=O)NCc1ccccc1 | -1.0 | -3 | 0.1
CC(=O)c1ccc(S(=O)(=O)N2CCC(C(=O)Nc3ncc(C)s3)CC2)cc1 | 3.5 | -5 | 2.1
COc1cc(/C=C/C(=O)OCC(=O)Nc2c(C)n(C)n(-c3ccccc3)c2=O)cc(OC)c1OC | -0.6 | -1 | 0.1
CSc1cccc(N2CC(C(=O)Nc3ccccc3N3CCCC3)CC2=O)c1 (centres undefined) | -2.1 | -1 | -1.1
COc1ccc(CN2C(=O)C(CC(C)C)Nc3ncnc(N4CCOCC4)c32)cc1 (centres undefined) | 0.2 | -1 | -0.1
COC(=O)[C@]1(C)N[C@H](c2ccc(-c3ccc(Cl)c(Cl)c3)cc2)[C@@H]2C(=O)N(C)C(=O)[C@@H]21 | 3.5 | -4 | 1.2
NCc1ccccc1CS(=O)(=O)N1CCOCC1 | 1.2 | -5 | 1.7
Cc1ccccc1N=Nc1c(O)[nH]c2ccccc12 | 1.9 | -4 | -0.5
COc1cc(C(=O)OCC(=O)NC2CCCCC2)cc(OC)c1OC | 0.2 | -4 | 1.5
O=C(CNC(=O)C12CC3CC(CC(C3)C1)C2)OCc1ccc(F)cc1Cl | -2.1 | -7 | -1.3

Not all compounds are listed. The share of hits here may be higher or lower than overall.
